# Bioassay records: PubChem BioAssay, Broad Institute
# esBAF inh – blocks esBAF chromatin remodeling in mouse ES cells | Bmi1-luciferase knock-in reporter, 24 h; 100% = twice the neutral-well signal | reporter increase, % at 12.5 µM | 350,000 compounds, 2% hits; in the data active = activation above about 40%; inconclusive = no clear call, values can overlap the other calls;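 note: 0% = median of the plate's neutral control wells and 100% = double that signal; a rise in the Bmi1 reporter signal indicates esBAF inhibition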
# FN deposit inh – fibronectin deposition inhibition. 350,000 compounds, 0.086% hits. inhibition, % at 12.6 µM. AH1F fibroblasts, Alexa488-fibronectin deposition fluorescence, overnight. AID 743247;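 active = mean inhibition across replicates of 30% or more, regardless of how many single replicates reach that level; inconclusive = mean under 30% yet at least half of replicates reach 30%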;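 note: positive control wells lacked labelled fibronectin entirely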
#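 Material – AH1F fibroblast monolayer, labelled fibronectin deposition · Reagent – labelled fibronectin 24 nM · Timing – 1 h adhesion, overnight exposure · Measured by – fluorescence at 485 nm excitation, 525 nm emission · Read-out – inhibition of fibronectin deposition signal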
# RAD54 branch – RAD54 (human) branch migration inhibition; RAD54 Holliday junction branch migration, FAM/BHQ fluorescence; inhibition, % at 10.4 µM; 360,000 compounds, 0.14% hits; AID 602329;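 active = mean normalized replicate activity at least 40 and at least half of replicates scoring 40 or more; inconclusive = only one of the two criteria met; inactive = mean below 40 and under half of replicates reaching 40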;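 note: 0% = median of neutral control wells and 100% = median of positive control wells; inhibitors cause a drop in the FAM fluorescence signal; in these data hits start at about 50%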
# Xi reactivation – X-chromosome reactivation activator; activation, % at 7.58 µM; AID 743238; XiGFP mouse fibroblasts, % GFP-positive cells imaging, 3 d; cells co-treated with 5-aza-dC sensitizer; scaled so ellipticine positive control = 100%; 360,000 compounds, 0.055% hits;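 active = mean normalized replicate activation at least 10% and every replicate at or above 10%; inconclusive = only one of the two criteria met; inactive = mean below 10% and not all replicates reach 10%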;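 note: 0% = median of on-plate neutral control wells and 100% = ellipticine 6 µM median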
#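 Material: SV40-immortalized XiGFP fibroblast cells, line 68-5-11 | Buffer or medium: DMEM containing 5-aza-dC | Dosing: One concentration, pinned | Times: 3 d treatment, 15 min room-temperature fixation | Controls: Ellipticine 6 µM positive control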
# S100A4 MyoIIA – inhibitors of human S100A4 binding to myosin IIA peptide; P26447; S100A4/TAMRA-MyoIIA peptide fluorescence polarization; inhibition, % at 10.7 µM; 360,000 compounds, 0.14% hits; AID 652163;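 active = mean inhibition of at least 70% across replicates, with every replicate also reaching that level; inconclusive = mean inhibition reaches 70% but some replicates fall short; inactive = mean inhibition below 70%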
# Target sequence (P26447 whole entry, looked up): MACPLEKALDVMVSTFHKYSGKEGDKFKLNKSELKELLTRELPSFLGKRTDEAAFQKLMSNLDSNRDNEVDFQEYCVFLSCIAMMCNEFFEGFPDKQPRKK
#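 Assay system: human S100A4 monomer with TAMRA-labelled myosin IIA peptide / Buffer or medium: Calcium-containing HEPES buffer, pH 7.2 / Reagent: TAMRA-labelled myosin IIA heavy-chain peptide probe, 5 nM / Compound: one dose per compound / Timing: polarization read 5 min after assay mix addition, stable 5–60 min / Benchmarks: neutral control DMSO, positive control TFP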
# E-sel inducer – E-selectin induction on HUVECs | AID 686992 | 260,000 compounds, 0.37% hits | HUVEC E-selectin immunofluorescence imaging; normalized: neutral wells 0, TNF-alpha wells 100 | activation, % at 7.58 µM | P16581;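 active = mean E-selectin-positive cell signal at least 10% of the positive control, reached in at least 60% of replicates, without over 20% cell loss; inconclusive = no rule given, readout overlaps actives, possibly toxicity-flagged; inactive = the rest, including those meeting only one limit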;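 note: in these data hits start at about 27%; measured in HUVEC primary endothelial cells; signal is the percent of cells scored E-selectin positive by PE staining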
# Target sequence (P16581 whole entry, looked up): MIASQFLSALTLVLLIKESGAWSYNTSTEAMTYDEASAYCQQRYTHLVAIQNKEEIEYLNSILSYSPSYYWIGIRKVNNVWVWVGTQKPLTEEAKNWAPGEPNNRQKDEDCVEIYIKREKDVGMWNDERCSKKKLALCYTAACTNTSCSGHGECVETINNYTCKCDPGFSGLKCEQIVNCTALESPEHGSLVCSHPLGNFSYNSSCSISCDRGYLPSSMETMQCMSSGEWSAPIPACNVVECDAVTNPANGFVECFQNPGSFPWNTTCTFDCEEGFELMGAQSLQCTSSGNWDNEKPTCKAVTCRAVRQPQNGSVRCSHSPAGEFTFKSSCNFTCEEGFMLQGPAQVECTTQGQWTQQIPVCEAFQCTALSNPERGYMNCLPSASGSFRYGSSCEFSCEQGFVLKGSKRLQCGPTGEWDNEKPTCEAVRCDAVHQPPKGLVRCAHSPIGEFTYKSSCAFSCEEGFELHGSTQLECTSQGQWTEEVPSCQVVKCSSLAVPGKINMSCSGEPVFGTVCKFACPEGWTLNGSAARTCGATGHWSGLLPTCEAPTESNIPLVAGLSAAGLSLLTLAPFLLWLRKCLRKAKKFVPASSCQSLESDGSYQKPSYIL
#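 Read-out: % PE-positive cells | Test system: HUVEC | Doses: One compound dose added by pin transfer | Buffer or medium: EGM-2 over gelatin coat | Signal: Immunofluorescence imaging | Benchmarks: TNF-alpha, DMSO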
# RAD52 anneal inh – blocks human RAD52 DNA annealing | recombinant RAD52 DNA annealing, FRET fluorescence | inhibition, % at 18.7 µM | 360,000 compounds, 0.46% hits;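 active = every replicate showing at least 50% inhibition; inconclusive = mean inhibition at least 50% but not in every replicate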
# EWS-Fli block – blocks EWS/Fli oncoprotein-driven transcription; A673 NR0B1-luciferase reporter, viability-normalised; inhibition, % at 12.6 µM; 350,000 compounds, 0.67% hits; AID 651661;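 active = mean inhibition of at least 50% after viability correction, with every replicate also passing that limit; inconclusive = mean reaches 50% but only one of two replicates passes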;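 note: firefly luciferase signal divided by Alamar Blue viability fluorescence both relative to DMSO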
# Starred values were filed as active, the others as inactive; i = inactive; ? = inconclusive; nt = not tested or not shown; + = active, no number; & = joins results of further samples. Random draw from the library. About 3% of those tested had a hit in this group.
SMILES,esBAF inh,FN deposit inh,RAD54 branch,Xi reactivation,S100A4 MyoIIA,E-sel inducer,RAD52 anneal inh,EWS-Fli block
CCC(C(=O)N1CCOCC1)n1nc(C)c2sc3ccccc3c2c1=O (stereo unspecified),0,-2,-22,0.1,0,nt,-12,nt
O=C(N[C@@H]1CC[C@H](CCNS(=O)(=O)c2cccc(Cl)c2)O[C@@H]1CO)c1ccccc1,3,nt,0,-0.5,-7,0.4,-1,5
N#Cc1ccc(-c2ccc3c(c2)[C@@H]2[C@@H](CCN2C(=O)Cc2ccncc2)[C@@H](CO)N3)cc1,8,14,3,0.3,nt,0.4,nt,-15
O=C(NC(=S)Nc1ccccc1Cl)c1cncc(C#Cc2ccccc2)c1,nt,-11,7,0.0,-9,0.2,-9,-3
c1ccc(OCCN2CCOCC2)cc1,-5,-7,-13,0.0,-6,nt,-9,7
COc1ccc(CN(CCN2CCOCC2)C(=O)c2c(F)cccc2F)cc1OC,-3,nt,-2,nt,3,nt,-10,-2
C[C@H](CO)N1C[C@H](C)[C@H](CN(C)C(=O)Nc2ccccc2F)Oc2ncc(-c3cccc(F)c3)cc2C1=O,-10,nt,4,-1.0,8,-0.2,2,-7
CCCCN(C(=O)c1ccc2c(c1)NC(=O)CS2)c1ccccc1,3,-15,7,0.2,-1,nt,-14,11
CC(=O)c1ccccc1OCc1ccc(C(=O)c2ccccc2)cc1,9,7,9,0.8,-7,nt,-13,-8
CC(C)(C)C(=O)c1cn(CC(=O)NCc2ccc3c(c2)OCO3)c2ccccc12,28,3,2,nt,-2,nt,-9,nt
CC(C)(Oc1ccc(Cl)cc1)C(=O)OCc1nc2ccsc2c(=O)[nH]1,5,-5,6,0.0,1,0.0,-6,2
COc1ccc(CN2C(=O)c3ccccc3C2=O)cc1C(=O)O,-8,-11,1,0.2,-4,nt,-7,4
CNC[C@@H]1Oc2ccc(NC(=O)Nc3ccc(F)cc3)cc2C(=O)N([C@@H](C)CO)C[C@@H]1C,0,-16,0,-0.1,2,0.0,-6,1
Cc1noc(C)c1C(=O)Nc1nc(-c2cc(F)ccc2F)cs1,74*,nt,-5,0.1,6,0.1,1,-50
COc1cccc2c1C(=O)c1c(O)c3c(c(O)c1C2=O)CC(O)(C(C)=O)CC3OC1CC(N(C)C)C(O)C(C)O1 (stereo unspecified),nt,15,nt,0.0,+,nt,i,65*
CCOC(=O)C1CSC(CC(=O)Nc2ccc(OC(F)(F)F)cc2)C(=O)N1 (stereo unspecified),2,4,nt,0.1,2,nt,-8,7
CCCC(=O)Nc1ccc2c(c1)C(=O)N(C)[C@@H]1CC[C@H](CC(=O)N3CCCCC3)O[C@@H]1CO2,-3,-15,5,0.1,-2,0.0,-4,0
CCOC(=O)CC(NC(=O)CCc1c(C)nc2ncnn2c1C)c1ccc(OC(C)C)cc1 (stereo unspecified),nt,-12,nt,-0.1,0,nt,-8,0
O=C(NCc1ccccc1)C1=C[C@@H](C2CCCCC2)C[C@@H](OCc2ccc(CO)cc2)O1,-5,5,3&3,-0.2,4&4,0.0,30&-11,3&44
Cc1c(NS(=O)(=O)c2cccs2)cccc1-c1nc2cccnc2s1,nt,-1,nt,0.7,-1,-1.9,-43,-20
C[C@@H]1CN([C@H](C)CO)C(=O)c2cc(NS(=O)(=O)c3cccs3)ccc2O[C@@H](C)CCCCO[C@@H]1CN(C)C(=O)c1ccncc1,1,-10,0,0.0,6,0.0,-13,-25
O=C(COC(=O)c1ccccc1Oc1ccccc1)NC1CC1,-4,-12,2,-0.1,1,2.1,-9,-3
CN1C(=O)c2cc(NC(=O)C3CCOCC3)ccc2OC[C@H]2O[C@H](CC(=O)NCc3ccc4c(c3)OCO4)CC[C@H]21,0,11,0,0.2,-3,0.0,11,-11
O=Cc1ccc(OC2OCCOC2Oc2ccc(C=O)cc2)cc1 (stereo unspecified),nt,2,nt,0.2,-1,0.0,-8,nt
COc1ccc(Cc2nnc(N/N=C/c3ccc(Br)cc3)[nH]c2=O)cc1OC,-2,3,-4,0.2,-2,0.0,-18,8

# The results go on:
SMILES,esBAF inh,FN deposit inh,RAD54 branch,Xi reactivation,S100A4 MyoIIA,E-sel inducer,RAD52 anneal inh,EWS-Fli block
COC(=O)C[C@@H]1CC[C@@H]2[C@@H](COc3ccc(NC(=O)c4cccs4)cc3C(=O)N2C)O1,2,-12,-5,0.3,nt,0.0,nt,45
CCNC(=O)Nc1ccc2c(c1)C(=O)N(C)[C@H]1CC[C@H](CC(=O)NCc3cccc(F)c3)O[C@H]1CO2,5,1,-5,0.2,nt,-0.1,nt,4
C[C@@H]1CN([C@@H](C)CO)C(=O)Cc2cc(NC(=O)Cn3cnnn3)ccc2O[C@H]1CN(C)C(=O)Nc1ccc(F)cc1,2,nt,nt,-0.1,nt,86*,nt,-8
CN(CCc1ccccn1)C(=O)c1ccc(OC(F)(F)F)cc1,nt,-2,nt,0.1,-2,nt,-7,-9
Cc1cc(Cl)c(S(=O)(=O)Nc2ccc(S(=O)(=O)N3CCOCC3)cc2)cc1OCC(N)=O,-4,-5,nt,0.2,-7,0.7,-8,2
COc1ccc(/C=C2\COc3ccccc3C2=O)c(OC)c1,63*,9,-14,0.1,-1,nt,-14,-88
O=C(Nc1ccc(Br)cc1)N1CCCCCC1,?,3,0,0.0,-1,0.2,-6,nt
NC(=O)c1nsc(C(=O)N(c2cccc(F)c2)C(C(=O)NCc2ccccc2)c2ccc(O)cc2)c1N (stereo unspecified),9,6,-1,0.0,2,0.4,-12,-13
CCN1CCN(CCCNC(=O)c2ccc(NC(=O)C3=C(C)OCCS3)cc2)CC1,5,-4,-2,0.0,5,0.3,-11,0
O=C(Nc1cccnc1)C1=NN(C2CCS(=O)(=O)C2)C(=O)CC1 (stereo unspecified),nt,-6,nt,0.0,-14,nt,-4,0
C[C@@H]1CN([C@H](C)CO)C(=O)c2cccc(N(C)C)c2O[C@@H]1CN(C)C(=O)Nc1ccccc1,1,2,4,0.0,-5,0.0,-9,-9
Cc1cccc(N=C2C(=O)Nc3c(Cl)cccc32)c1,-3,3,-2,0.3,-3,0.5,-17,12
O=C(NCc1ccco1)C1Cc2cc(Cl)ccc2O1 (stereo unspecified),-1,6,-1,0.1,-1,nt,-10,1
COc1cccc(Cn2c(=O)sc3ccccc3c2=O)c1,nt,1,nt,0.0,-2,nt,-5,-56
CN(CCO)c1ccc(C=NNc2ccc([N+](=O)[O-])cc2S(=O)(=O)Nc2ccccc2C(=O)O)cc1,-8,0,-5,-0.1,-11,-0.2,-44,-12
CNC(=O)COC(=O)c1ccccc1Nc1ccccc1,3,-12,2,0.1,0,0.9,-4,4
Cc1ccc(CN2C(=O)CCC2C(=O)NCCN2CCN(c3cccc(Cl)c3)CC2)cc1 (stereo unspecified),3,6,5,0.0,1,-0.3,-11,10
COC(=O)C1=CN(c2cccc(OCc3ccccc3)c2)C(N)=C(C#N)C1c1cccc(OC)c1OC (stereo unspecified),nt,nt,nt,0.1,1,0.4,-32,-6
C[C@H](O)C#Cc1cnc2c(c1)C(=O)N([C@H](C)CO)C[C@@H](C)[C@@H](CN(C)C(=O)Cc1ccncc1)O2,6,-9,-6,0.0,7,-1.0,-36,-8
OCCSc1nc2ccccc2n1CCOc1ccccc1,4,nt,-6,nt,-1,nt,-8,-8
COc1ccc(CN2CCCC(CO)(Cc3ccc(F)cc3)C2)cc1C (stereo unspecified),-10,-3,-6,0.1,6,0.0,-87,9
COc1ccccc1NC(=O)C1CCN(C(=O)c2ccc(C(C)(C)C)cc2)CC1,34,1,-3,nt,-10,nt,-10,-14
Cn1cnc([N+](=O)[O-])c1SCC(=O)NN,nt,-7,nt,0.1,10,1.0,9,1
CCOc1ccc(-n2c(=S)sc3c(=O)[nH]c(SCC(=O)C(C)(C)C)nc32)cc1,-9,-5,0,-0.1,-2,nt,-7,5
O=c1nc(-c2ccccc2)n(-c2ccc(Cl)cc2)[nH]1,2,2,8,0.9,18,-0.6,-1,-7

# Next records:
SMILES,esBAF inh,FN deposit inh,RAD54 branch,Xi reactivation,S100A4 MyoIIA,E-sel inducer,RAD52 anneal inh,EWS-Fli block
CC(C)(C)n1nc2c(c1NC(=O)c1cc3ccccc3o1)CSC2,-3,2,nt,0.0,5,-0.1,-22,-2
COc1ccc(C#Cc2ccc3c(c2)O[C@@H](CN(C)C(C)=O)[C@H](C)CN([C@@H](C)CO)S3(=O)=O)cc1,1,7,-6,-1.0,-8,0.2,-13,3
COc1ccc(-c2nc(CN3CCCCC3CCc3ccccn3)c(C)o2)cc1 (stereo unspecified),6,-14,-8,0.0,-8,nt,-28,11
COc1cc(-c2nc3ccc4ccccc4c3c3c2CCC3)ccc1O,nt,8,-5,0.0,4,nt,-9,2
COc1cccc(C#Cc2ccc([C@@H]3[C@H]4CN(C(=O)c5ccccc5)CC(=O)N4[C@H]3CO)cc2)c1,nt,nt,nt,0.1,11,-0.5,23,13
COc1ccc2c3c([nH]c2c1)[C@H](CO)N(Cc1cc(F)ccc1F)CC31CN(C(C)=O)C1,nt,nt,nt,-0.1,-8,-0.4,-23,-7
C[C@@H]1CN([C@@H](C)CO)C(=O)CCCn2nncc2CO[C@H]1CN(C)S(=O)(=O)c1cccs1,3&2,-2,0&-4,0.0,-4&6,-0.2,1&5,-24&-4
CC(=O)Nc1nc(-c2ccccc2)cc(-c2ccco2)c1C#N,-6,nt,-9,-0.1,-8,-0.7,-88,8
CCCCCCn1c(SCC(=O)OC)nc2c1c(=O)[nH]c(=O)n2C,-3,2,-1,0.0,-1,0.0,1,1
COCCCNC(=S)N(CCCO)Cc1cc2cc3c(cc2[nH]c1=O)OCCO3,4,-5,2,0.0,-3,0.2,-15,6
O=C(NC1CCCC1)C(c1ccccc1F)N(C(=O)c1csnn1)c1ccccc1 (stereo unspecified),0,-2,5,0.0,0,0.3,-12,6
O=C(c1cccnc1)N1CC(=O)N2[C@H](CO)[C@@H](c3ccc(C#CCC4CCCC4)cc3)[C@@H]2C1,nt,nt,nt,0.2,8,-0.4,1,-16
O=C(Nc1ccccc1N1CCOCC1)c1ccco1,-8,8,nt,-0.1,0,nt,-4,2
COc1ccc(S(=O)(=O)N(C)C[C@@H]2Oc3ccc(NC(=O)Nc4ccc(F)cc4)cc3CC(=O)N([C@H](C)CO)C[C@H]2C)cc1,2,nt,-2,0.1,nt,-0.1,nt,-8
C[C@@H]1CN([C@@H](C)CO)S(=O)(=O)c2ccc(C#Cc3ccccc3)cc2O[C@H]1CN(C)C(=O)C1CC1,3,-2,6,-0.1,-1,0.4,9,13
O=[N+]([O-])c1cccc(NC(=S)N2CCOCC2)c1,nt,5,nt,0.0,0,nt,-21,8
